Compound activity as filed in PubChem.
Insulin prom inh: TRM-6 insulin promoter activity inhibition. actives 0.9% (n = 130,000). inhibition, % at 2 µM. AID 1273. TRM-6 cells (human fetal islet line), insulin promoter-eGFP reporter, imaging; reporter expression induced with tamoxifen;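 active means inhibition above the mean plus 3 SD, with well images judged a real hit on visual review, cut at about 60% in these data, passing the limit was not always enough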
sdo1 growth: restores growth of sdo1-depleted yeast | S. cerevisiae sdo1-depleted JHY4D growth rescue, OD600 30 h; hits give high values; pdr5 snq2 efflux-pump mutant strain | z-score at 10 µM | actives 0.21% (n = 140,000) | AID 817;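 active means z-score above 3 at both the 24 hr and the 30 hr optical density reads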;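 further: z-score against mean and SD of all compound wells on the same plate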
sdo1 growth Rescue 24 h: recorded beside sdo1 growth, whose call it bears; z-score; S. cerevisiae sdo1-depleted JHY4D growth rescue, OD600; measured here: growth rescue at 24 h;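 0 is the plate mean of compound wells and units are plate SD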
* = called active by the depositor.

Screening Cc1ccc(CNC(=O)C2CC2c2ccccc2)cc1 (stereo not given) returned Insulin prom inh -7, sdo1 growth -0.95 and sdo1 growth Rescue 24 h -0.57.
Cc1ccccc1N=C1c2cc([N+](=O)[O-])ccc2-c2ncccc21 was read as sdo1 growth -0.22 and sdo1 growth Rescue 24 h -1.1.
For CC(C)OC(=S)N/C(=N\S(=O)(=O)c1ccccc1)c1ccccc1 the results were Insulin prom inh 4, sdo1 growth 0.1 and sdo1 growth Rescue 24 h -0.01.
COc1cccc(C2c3c(oc4cc(C)c(C)cc4c3=O)C(=O)N2CCCN(C)C)c1 (stereo not given) was read as sdo1 growth 0.2 and sdo1 growth Rescue 24 h -0.21.
For CCCc1cc2c(=O)c(-c3ccc4c(c3)OCCO4)coc2cc1OC(=O)c1ccco1 the results were Insulin prom inh -18, sdo1 growth -1 and sdo1 growth Rescue 24 h -0.31.
CC(C)CC(C(=O)OCC(=O)Nc1ncc(Cl)cc1Cl)N1C(=O)c2ccccc2C1=O (stereo not given) was read as Insulin prom inh -42, sdo1 growth 1.3 and sdo1 growth Rescue 24 h 2.2.
For CC(C)C(c1nnnn1Cc1ccc(F)cc1)N1CCC(C(N)=O)CC1 (stereo not given) the results were Insulin prom inh 39.
`COC(=O)N/N=C/c1ccc(-c2cc(Cl)ccc2Cl)o1` gave sdo1 growth -1.6 and sdo1 growth Rescue 24 h -1.2.
Cn1c(SCc2cnc(-c3ccccc3)s2)nnc1C1COc2ccccc2O1 (stereo not given) was read as sdo1 growth -1.2 and sdo1 growth Rescue 24 h -0.34.
`CC(C)NC(=O)CSc1ccccc1C(=O)NCc1ccc2c(c1)OCO2` gave Insulin prom inh -52, sdo1 growth 0.69 and sdo1 growth Rescue 24 h 0.29.
Screening COC(=O)c1ccc(OC(=O)c2nn(C)cc2Cl)c(OC)c1 returned sdo1 growth 0.3 and sdo1 growth Rescue 24 h 0.22.
CC(C)Oc1ccc(C2CCC(=O)NC2=O)cc1 (stereo not given) was read as sdo1 growth 0.75 and sdo1 growth Rescue 24 h 1.1.
CCCCC1CCC(C(=O)N2CCOCC2)CC1 (stereo not given) was read as sdo1 growth 0.15 and sdo1 growth Rescue 24 h 0.26.
Screening CCOC(=O)c1nc(Nc2ccc(C(=O)OC)cc2)c2ccccc2n1 returned Insulin prom inh -32, sdo1 growth -1.2 and sdo1 growth Rescue 24 h -0.77.
O=C(CC1SC(=Nc2ccc(OC(F)F)cc2)N(CCC2=CCCCC2)C1=O)Nc1ccccc1F (stereo not given) was read as Insulin prom inh 10, sdo1 growth 0.47 and sdo1 growth Rescue 24 h 0.93.
`CCOC(=O)Cc1nnc(NC(=O)CSc2nnc3c(n2)[nH]c2ccccc23)s1` gave Insulin prom inh -36.
Screening CCc1nnc(SCC(=O)Nc2ccc(N3CCOCC3)cc2)o1 returned sdo1 growth 0.62 and sdo1 growth Rescue 24 h 0.55.
For C/C(=N/NC(=O)c1ccc(C)s1)c1cccc(NC(=O)COc2ccc(Cl)cc2Cl)c1 the results were Insulin prom inh 23, sdo1 growth 1.6 and sdo1 growth Rescue 24 h 3.5.
CCOc1ccc(NC(=S)NC(=O)c2c(Cl)c(C)nn2C)c([N+](=O)[O-])c1 was read as Insulin prom inh -29, sdo1 growth -0.64 and sdo1 growth Rescue 24 h 0.22.
CC(C)N1C[C@@]23C=C[C@@H](O2)C(C(=O)OCc2ccccc2)[C@H]3C1=O (stereo not given in full) was read as sdo1 growth -0.31 and sdo1 growth Rescue 24 h -1.4.
Cc1occc1C(=O)N1CCN(c2ncccn2)CC1 was read as Insulin prom inh -62, sdo1 growth 0.9 and sdo1 growth Rescue 24 h 0.73.
For Cc1cccc(N(CC(=O)NCC2CCCO2)C(=O)CCC(=O)Nc2cc(C)on2)c1 (stereo not given) the results were Insulin prom inh 33, sdo1 growth -0.36 and sdo1 growth Rescue 24 h -0.43.
For COc1ccc(S(=O)(=O)Nc2c(C)n(C)n(-c3ccccc3)c2=O)cc1 the results were Insulin prom inh 23, sdo1 growth -0.3 and sdo1 growth Rescue 24 h -0.56.
Screening COc1ccc(NC(=O)c2oc3ccccc3c2NC(=O)C2CC2)cc1 returned Insulin prom inh -10, sdo1 growth -1.4 and sdo1 growth Rescue 24 h -1.5.
For CCOc1cc(CNCC2CCCN2CC)cc(Cl)c1OC (stereo not given) the results were Insulin prom inh -345.
Screening C[N+](C)(C)CCOP(=O)([O-])OC[C@H](O)CO returned Insulin prom inh 26, sdo1 growth -2 and sdo1 growth Rescue 24 h -1.7.
For Cc1cccnc1NC(=O)Nc1ccc(F)cc1 the results were sdo1 growth 0.33 and sdo1 growth Rescue 24 h 0.29.
CC[n+]1c(/C=C(/C)SC)sc2ccccc21 was read as sdo1 growth 0.81 and sdo1 growth Rescue 24 h 0.79.
For CC(C)(Oc1ccc(Cl)cc1)C(=O)N/N=C/c1cn[nH]c1-c1ccccc1 the results were Insulin prom inh -41, sdo1 growth 0.14 and sdo1 growth Rescue 24 h 0.07.
For Cc1cc(=O)n2[nH]c(-c3ccco3)nc2n1 the results were Insulin prom inh -29, sdo1 growth 0.75 and sdo1 growth Rescue 24 h 1.6.
For CCOc1ccc(NC(=O)c2cnccn2)cc1 the results were Insulin prom inh 94*, sdo1 growth -0.15 and sdo1 growth Rescue 24 h -0.46.
C=CCNC(=O)CC(=O)N/N=C/c1cccc(Br)c1 was read as Insulin prom inh 11, sdo1 growth 0.28 and sdo1 growth Rescue 24 h -0.22.
Screening CN(/N=C/c1c[nH]c2ccccc12)c1cnn(-c2ccc(F)c(Cl)c2)c(=O)c1Cl returned Insulin prom inh 4, sdo1 growth -0.64 and sdo1 growth Rescue 24 h 0.12.
For CCN(CC)S(=O)(=O)c1ccc(NC2c3ccccc3C(=O)N2c2ccc(C)cn2)cc1 (stereo not given) the results were sdo1 growth -0.31 and sdo1 growth Rescue 24 h -0.4.
Screening O=C(CSC(=S)N1CCOCC1)N1N=CCC1c1ccccc1 (stereo not given) returned Insulin prom inh -21, sdo1 growth 0.5 and sdo1 growth Rescue 24 h 0.39.
`CCc1cccc(NC(=O)Cn2cc3c(n2)CCCC3)c1` gave sdo1 growth -0.85 and sdo1 growth Rescue 24 h -0.6.
Screening O=C1CSC(=O)N1CCOCCN1C(=O)CSC1=O returned sdo1 growth 0.13 and sdo1 growth Rescue 24 h 0.08.
`O=C(Nc1ccc2c(c1)OCCO2)c1ccccc1F` gave Insulin prom inh -29, sdo1 growth -0.52 and sdo1 growth Rescue 24 h -0.48.
Screening CCOc1ccc(OCCOCCn2ccnc2)cc1 returned Insulin prom inh -6, sdo1 growth 0.91 and sdo1 growth Rescue 24 h 0.38.
CC1(C)C2CCC1(C)C(NC(=O)CCN1CCCCC1)C2 (stereo not given) was read as sdo1 growth -0.13 and sdo1 growth Rescue 24 h -0.89.
O=C1CCc2cc(S(=O)(=O)N3CCN(c4ccccc4F)CC3)ccc2N1 was read as Insulin prom inh 0, sdo1 growth -0.54 and sdo1 growth Rescue 24 h -1.4.
`O=C1c2oc3ccc(Cl)cc3c(=O)c2C(c2ccco2)N1CCN1CCOCC1` (stereo not given) gave sdo1 growth -0.48 and sdo1 growth Rescue 24 h -0.42.
For CC(=O)Sc1nc(-c2ccccc2)[nH]c1S(=O)(=O)c1ccc(C)cc1 the results were Insulin prom inh -74.
Screening CSCCC(NC(N)=O)C(=O)N(C)CC(=O)Nc1ccc(C)cc1 (stereo not given) returned Insulin prom inh -13, sdo1 growth 0.82 and sdo1 growth Rescue 24 h 0.73.
Screening CCOc1ccc(N2C(=O)CC(SCC(=O)O)C2=O)cc1 (stereo not given) returned Insulin prom inh -7.
For O=C(c1ccc(NC(=O)C2(c3ccccc3)CCOCC2)cc1)N1CCOCC1 the results were Insulin prom inh 74, sdo1 growth -0.2 and sdo1 growth Rescue 24 h -0.73.
`CCN(CC(=O)Nc1ccc(N2CCOCC2)cc1)Cc1nc2ccccc2c(=O)[nH]1` gave Insulin prom inh -69, sdo1 growth 0.28 and sdo1 growth Rescue 24 h -0.92.
For CCNCc1nc2cc(Cl)ccc2c(=O)[nH]1 the results were Insulin prom inh 0.
For O=C(O)CCC(=O)Nc1ccc(C(=O)OCC(=O)c2ccc(Cl)cc2Cl)cc1 the results were Insulin prom inh 47.
For CCN1CCN(c2ncc(C(=O)N3CCCc4ccccc43)c3ccccc23)CC1 the results were sdo1 growth 0.01 and sdo1 growth Rescue 24 h -0.62.
COc1ccc(N2CCN(C(=O)COCC(=O)O)CC2)cc1 was read as Insulin prom inh -14.
Screening O=C(NCCN1CCOCC1)c1cc(-c2ccc(Cl)cc2)on1 returned sdo1 growth 0.16 and sdo1 growth Rescue 24 h 0.34.
Screening O=C(C1CCC1)N1CCc2cc(S(=O)(=O)N3CCc4ccccc4C3)ccc21 returned Insulin prom inh 43.
Cn1c(=O)c2c(nc(CN3CCN(C(=O)c4ccco4)CC3)n2Cc2ccccc2F)n(C)c1=O was read as sdo1 growth 0.51 and sdo1 growth Rescue 24 h 1.2.
`CCOc1cc(CNn2cnnc2)ccc1OCC(=O)NC1CCCCC1` gave Insulin prom inh 27, sdo1 growth 0.85 and sdo1 growth Rescue 24 h 0.86.
Screening O=C(Cn1ncc(Cl)c(Cl)c1=O)N1CCN(Cc2ccccc2)CC1 returned Insulin prom inh inactive.
For CC(OC(=O)c1oc2ccccc2c1CSC1CCCCC1)C(=O)NC(N)=O (stereo not given) the results were Insulin prom inh 19, sdo1 growth 0.34 and sdo1 growth Rescue 24 h 0.41.
CCC(C)N=C1Sc2nc3ccc(C)cc3cc2CN1CCOC (stereo not given) was read as Insulin prom inh 27.
For CCCc1nn(C)c(C(=O)Nc2cccc(Cl)c2)c1Cl the results were sdo1 growth 0.51 and sdo1 growth Rescue 24 h 0.85.
Screening CCC(C)(C)n1nnnc1CN(Cc1cccs1)Cc1cc2cc(OC)ccc2[nH]c1=O returned sdo1 growth 0.26 and sdo1 growth Rescue 24 h 1.1.

Copied from the listing, 14 compounds:
Screening Cc1ccc(CNC(=O)C2CC2c2ccccc2)cc1 (stereo not given) returned Insulin prom inh -7, sdo1 growth -0.95 and sdo1 growth Rescue 24 h -0.57.
Cc1ccccc1N=C1c2cc([N+](=O)[O-])ccc2-c2ncccc21 was read as sdo1 growth -0.22 and sdo1 growth Rescue 24 h -1.1.
For CC(C)OC(=S)N/C(=N\S(=O)(=O)c1ccccc1)c1ccccc1 the results were Insulin prom inh 4, sdo1 growth 0.1 and sdo1 growth Rescue 24 h -0.01.
COc1cccc(C2c3c(oc4cc(C)c(C)cc4c3=O)C(=O)N2CCCN(C)C)c1 (stereo not given) was read as sdo1 growth 0.2 and sdo1 growth Rescue 24 h -0.21.
For CCCc1cc2c(=O)c(-c3ccc4c(c3)OCCO4)coc2cc1OC(=O)c1ccco1 the results were Insulin prom inh -18, sdo1 growth -1 and sdo1 growth Rescue 24 h -0.31.
CC(C)CC(C(=O)OCC(=O)Nc1ncc(Cl)cc1Cl)N1C(=O)c2ccccc2C1=O (stereo not given) was read as Insulin prom inh -42, sdo1 growth 1.3 and sdo1 growth Rescue 24 h 2.2.
For CC(C)C(c1nnnn1Cc1ccc(F)cc1)N1CCC(C(N)=O)CC1 (stereo not given) the results were Insulin prom inh 39.
`COC(=O)N/N=C/c1ccc(-c2cc(Cl)ccc2Cl)o1` gave sdo1 growth -1.6 and sdo1 growth Rescue 24 h -1.2.
Cn1c(SCc2cnc(-c3ccccc3)s2)nnc1C1COc2ccccc2O1 (stereo not given) was read as sdo1 growth -1.2 and sdo1 growth Rescue 24 h -0.34.
`CC(C)NC(=O)CSc1ccccc1C(=O)NCc1ccc2c(c1)OCO2` gave Insulin prom inh -52, sdo1 growth 0.69 and sdo1 growth Rescue 24 h 0.29.
Screening COC(=O)c1ccc(OC(=O)c2nn(C)cc2Cl)c(OC)c1 returned sdo1 growth 0.3 and sdo1 growth Rescue 24 h 0.22.
CC(C)Oc1ccc(C2CCC(=O)NC2=O)cc1 (stereo not given) was read as sdo1 growth 0.75 and sdo1 growth Rescue 24 h 1.1.
CCCCC1CCC(C(=O)N2CCOCC2)CC1 (stereo not given) was read as sdo1 growth 0.15 and sdo1 growth Rescue 24 h 0.26.
Screening CCOC(=O)c1nc(Nc2ccc(C(=O)OC)cc2)c2ccccc2n1 returned Insulin prom inh -32, sdo1 growth -1.2 and sdo1 growth Rescue 24 h -0.77.

(further entries)
For CC(NCC(O)COC1CCC(C(C)(C)C)CC1)c1ccccc1 (stereo not given) the results were Insulin prom inh -24.
Oc1ccccc1C1=NOC(O)(C(F)F)C1 (stereo not given) was read as Insulin prom inh 22, sdo1 growth 0.69 and sdo1 growth Rescue 24 h 0.55.
Screening Cc1[nH]n2c(=O)c3c(nc2c1-c1ccc(Cl)cc1)CCC3 returned Insulin prom inh -65, sdo1 growth 1.9 and sdo1 growth Rescue 24 h 0.96.
For N#Cc1c[nH]n2c(=O)cc(Cc3ccccc3)nc12 the results were Insulin prom inh 44, sdo1 growth 1.4 and sdo1 growth Rescue 24 h 1.1.
O=S(=O)(NCC(c1cccnc1)N1CCN(c2ccccc2)CC1)c1cccs1 (stereo not given) was read as Insulin prom inh -81, sdo1 growth -2.9 and sdo1 growth Rescue 24 h -1.7.
Screening CCCCNC(=O)N(c1c(N)n(Cc2ccccc2)c(=O)[nH]c1=O)C1CCCC1 returned Insulin prom inh -73.
`Cc1cc2c3c(c1)C1(C(=O)N3C(C)(C)CC2C)C(C#N)=C(N)OC2=C1C(=O)CC(C)(C)C2` (stereo not given) gave Insulin prom inh -6, sdo1 growth -0.26 and sdo1 growth Rescue 24 h -0.44.
Screening COc1cc(C)ccc1N(CCCN1C(=O)c2cccc3cccc(c23)C1=O)C(=O)c1cccs1 returned sdo1 growth 0.08 and sdo1 growth Rescue 24 h 0.38.
